KAT2A inh: qHTS Assay for Inhibitors of GCN5L2. GCN5L2 HAT assay, ThioGlo1 CoA-SH fluorescence. Potency, µM (series often up to 58.9 µM), without a hit: at the highest dose activity change, negative = inhibition, actives largely listed as inhibitors. actives 0.21% (n = 390,000). AID 504327, 2011
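Titration-based screen in which CoA formation is detected via maleimide probe ThioGlo1 (50uM) turning fluorescent on thiol reaction; substrates H3(1-25) 75uM and acetyl-CoA 70uM, GCN5L2 20nM, 20 min incubation at room temperature.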
FEN1 inh: qHTS Assay for the Inhibitors of Human Flap endonuclease 1 (FEN1) | P39748 | Recombinant FEN1 flap cleavage, fluorescence, 15 min | Potency, µM (doses to about 114 µM), without a hit: top-dose activity change, negative = inhibition, hits mostly inhibitors | actives 0.35% (n = 390,000) | AID 588795, 2011; also: nearly all actives have a fitted effect of over 65% in size
Target sequence (P39748 whole entry, looked up): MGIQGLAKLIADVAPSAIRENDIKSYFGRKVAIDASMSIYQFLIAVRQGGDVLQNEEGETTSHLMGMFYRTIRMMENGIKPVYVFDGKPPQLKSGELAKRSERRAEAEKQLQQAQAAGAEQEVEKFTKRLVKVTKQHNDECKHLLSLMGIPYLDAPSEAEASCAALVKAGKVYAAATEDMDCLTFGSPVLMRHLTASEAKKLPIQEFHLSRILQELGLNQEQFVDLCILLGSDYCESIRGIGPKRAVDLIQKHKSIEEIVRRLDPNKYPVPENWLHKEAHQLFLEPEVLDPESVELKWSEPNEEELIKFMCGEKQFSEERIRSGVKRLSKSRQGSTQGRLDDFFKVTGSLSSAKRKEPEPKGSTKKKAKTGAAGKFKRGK
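Recombinant FEN1 (10 nM) was preincubated with pin-transferred compounds for 15 min at room temperature, then flap DNA substrate (50 nM final) was added. Plates were read at 0 and 15 min, and normalized concentration–response data were fitted to a four-parameter Hill equation.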
N370S GC: qHTS Assay for Inhibitors and Activators of N370S glucocerebrosidase as a Potential Chaperone Treatment of Gaucher Disease; N370S GC spleen homogenate, 4MU-glucoside fluorescence; Potency, µM (series often up to 59.4 µM), for inactives: at the highest dose activity change, negative = inhibition, actives largely listed as inhibitors; actives 0.092% (n = 330,000); AID 2101, 2009;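 also: 0% = full enzyme activity and -100% = no enzyme basal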
Numbers without * were called inactive; ? = inconclusive; · = no result given; & = joins results of further samples; [ ] = remark or other dose. Calls follow the shape of the dose curve; as a rule, active = well fitted curve in the direction sought with a large enough effect; inconclusive = small, poorly fitted or top-dose-only effect, or another doubt; inactive = no such curve, though single readings can be large; an effect the other way counts as inactive or inconclusive. Unless noted, % is scaled to controls: 0 for no effect and ±100 for the full control effect; potency is read from the fitted curve at half-maximal effect.

Sequence of screens: KAT2A inh | FEN1 inh | N370S GC
- O=C(c1cccc(Cl)c1)N1CCN(Cc2ccncc2)CC1
→ 0.1% | -3.6% | -6.1%
- O=C(C1=C(O)C(=O)N(Cc2cccnc2)C1c1cccc(Oc2ccccc2)c1)c1ccco1 (stereo unspecified)
→ -9.1% | -16.3% | ·
- O=C1N[C@@H](Cc2ccccc2)COC(=O)[C@H](Cc2ccc(F)cc2)CC/C=C/C[C@H]1CC(=O)N(CCO)Cc1ccccc1
→ -5.8% | -22.2% | ·
- Cc1ccc(OCCC(=O)Nc2ccc(S(=O)(=O)Nc3nccs3)cc2)cc1
→ -7.9% | 13.1% | ·
- COc1ccc2c(c1)Cc1sc(NC(=O)c3cccs3)nc1-2
→ -4.4% | 5.4% | ?
- CC[C@H](C)[C@H](NC(N)=O)C(=O)NCCc1ccc(Cl)cc1Cl
→ -6.0% | 8.9% | 4.7%
- CNc1ncnc2ccc(-c3cccc(OC)c3)cc12
→ -19.9% | · | 8.91µM*
- COCC(C)Nc1ncnc2c1cnn2-c1cccc(Cl)c1 (stereo unspecified)
→ -3.3% | 3.4% | ·
- Cc1ccc(CCNC(=O)CCN2N=C(c3ccc(C)cc3)CCC2=O)cc1
→ -18.0% | -0.6% | ·
- CCc1ccc(Nc2nc3ccccc3c(=O)s2)cc1
→ -1.7% | -1.9% | 6.1%

Sequence of screens: KAT2A inh | FEN1 inh | N370S GC
- CC(c1ccco1)N(C(=O)c1cccc(Br)c1)c1ccccn1 (stereo unspecified)
→ -3.4% | -5.2% | -9.5%
- CC[C@]12c3[nH]c4ccccc4c3CCN1C(=O)C(CC(=O)NCCc1ccccn1)C[C@@H]2C(=O)N1CCN(C(=O)c2ccco2)CC1 (stereo partly specified)
→ -4.0% | 18.1% | ·
- Cn1cc(C(=O)C(=O)NC2CCCCC2)c2ccccc21
→ -23.6% | -13.6% | 0.3%
- COc1cccc(N(C(=O)Cn2nnc(-c3ccc(F)cc3)n2)C(C(=O)NCC2CCCO2)c2ccc(Cl)cc2)c1 (stereo unspecified)
→ -4.9% | -7.6% | ?
- CC12CC[C@@H]3c4ccc(OS(=O)(=O)O)cc4CC[C@H]3C1CCC2=O (stereo partly specified)
→ 12.1%[21.4 µM] | · | 6.4%[21.6 µM]
- CC(=O)NCCc1ccc(C(=O)CSc2nnc(C3CC3)n2C2CC2)cc1
→ -0.7% | 7.7% | ·
- CCOC(=O)Cc1csc(NC(=O)CSc2nc(-c3ccccc3)c(C#N)c(=O)[nH]2)n1
→ -1.9% | -1.7% | 10.4%
- CCOc1ccc(-c2nnc(N3CCCCC3)c3ccccc23)cc1
→ -3.8% | -0.4% | ·
- COc1ccc(CNC(=O)c2ccc(-c3nc(CS(=O)c4ccc(C)cc4)c(C)o3)cc2)cc1 (stereo unspecified)
→ -5.4% | -3.1% | ·
- CC(C)/C=C/C(=O)N1CCC(N2CCC(C(=O)NCc3ccccn3)CC2)CC1
→ -4.1% | 22.0% | -0.9%

Sequence of screens: KAT2A inh | FEN1 inh | N370S GC
- CC(C)(C)c1ccc(OCC(=O)NNC(=O)c2cccnc2)cc1
→ ? | 7.4% | 3.7%
- COc1cc(C(=O)Nc2ccc(NC(=O)c3ccc(Br)cc3)cc2)cc(OC)c1OC
→ -5.3% | -5.8% | ·
- COc1ccc(NS(=O)(=O)c2ccc(SC)cc2)cc1
→ -1.2% | -7.2% | -2.4%
- CC(C)C(C)NC(=O)COC(=O)/C=C/c1ccc(S(=O)(=O)N2CCc3ccccc32)cc1 (stereo unspecified)
→ -5.6% | -1.6% | 2.9%
- COc1cccc(-n2c(Cn3nc(C(F)(F)F)cc3C)n[nH]c2=S)c1
→ 6.0% | 2.1% | 6.1%
- CNC(=O)C1(CC(C)C)C=CCN1C(C)=O (stereo unspecified)
→ -1.2% | -5.1% | 2.3%&6.3%
- CCCN(C(=O)C1=COCCO1)c1c(N)n(Cc2ccccc2)c(=O)[nH]c1=O
→ 0.0% | 4.9% | 1.7%
- O=C(N/N=C/c1cccnc1)c1cccc(S(=O)(=O)Nc2cccc(Cl)c2)c1
→ -7.1% | -0.8% | -3.6%
- CCOC(=O)[C@H]1[C@H]2COc3ccc(Br)cc3[C@@H]2N2C(=O)c3ccc(C)cc3NC(=O)[C@@]12C
→ -6.8% | 3.3% | 29.1%
- CNC[C@@H]1Oc2ccc(NS(=O)(=O)c3ccc(Cl)cc3)cc2C(=O)N([C@H](C)CO)C[C@@H]1C
→ -2.1% | 8.8% | ·

Sequence of screens: KAT2A inh | FEN1 inh | N370S GC
- COC(=O)c1ccc2c(c1)SC1=C(CCCC1=O)N2
→ -12.8% | -8.9% | -10.1%
- NCCCC[C@H](NC(=O)[C@H](CCCN=C(N)N)NC(=O)[C@H](CO)NC(=O)[C@H](CCCN=C(N)N)NC(=O)[C@@H](N)Cc1ccc(O)cc1)C(=O)N[C@@H](Cc1ccc(O)cc1)C(=O)N[C@@H](CO)C(=O)N[C@@H](CO)C(=O)N[C@@H](Cc1c[nH]c2ccccc12)C(=O)N[C@@H](Cc1ccc(O)cc1)C(=O)O
→ -24.9% | · | 1.9%
- CCOCC(=O)Nc1nc2ccc(OC)cc2s1
→ -3.9% | -2.1% | -10.3%
- Cc1ccc(NC2SC(=O)N(CC(=O)O)C2=O)cc1 (stereo unspecified)
→ -3.1% | -4.8% | 2.4%
- Cc1nc2ccccc2c(=O)n1NC(=O)/C=C/c1ccc(Br)cc1
→ 2.1% | 2.4% | 0.5%
- Cn1ncc2nc(SCC(=O)Nc3ccc(Br)cc3F)n(Cc3ccccc3)c(=O)c21
→ -3.9% | -8.8% | ·
- O=C(NCCN1CCCC1)c1ccc(Cn2c(=S)[nH]c3cc4c(cc3c2=O)OCO4)cc1
→ -9.0% | -33.2% | -1.8%
- O=C(COc1ccc(-n2cnnn2)cc1)Nc1cccc(Cl)c1Cl
→ -6.3% | -0.2% | -4.3%
- O=C(Nc1ccncc1)c1cc(S(=O)(=O)N2CCCC2)ccc1Cl
→ 1.8% | 15.6% | ·
- CCc1ccc(OCC(=O)N2CC(C(=O)OC)Oc3ccccc32)cc1 (stereo unspecified)
→ -0.6% | 0.9% | 29.1%

Sequence of screens: KAT2A inh | FEN1 inh | N370S GC
- COc1ccc(CCn2c(=N)c(C(=O)NCCN3CCOCC3)cc3c(=O)n4cccc(C)c4nc32)cc1OC
→ 0.5% | ? | -7.1%
- O=C(NCCN1CCN(c2ccccc2)CC1)c1cccc(Br)c1
→ -10.4% | -7.4% | -26.6%
- COc1ccc(-n2nc3cc(C)c(NC(=O)CC(C)C)cc3n2)cc1
→ -1.7% | · | 5.6%
- COc1ccc2c(c1)c1nnc(SCC(=O)N3CCCCC3C)nc1n2C (stereo unspecified)
→ -3.3% | 5.0% | -19.4%
- COc1ccc(-c2cc(-c3ccccc3)nc(=O)[nH]2)cc1
→ 0.7% | -11.3% | 11.0%
- CCN(C(=O)COC(=O)/C=C/c1ccc(O)c(OC)c1)C1CCS(=O)(=O)C1 (stereo unspecified)
→ -4.9% | 4.9% | 9.0%
- Cc1nc2ccn(Cc3ccco3)c(=O)c2cc1C(=O)NCc1ccc(Cl)cc1
→ -8.0% | 12.8% | ·
- CC1CCN(C(=O)c2[nH]cnc2C(=O)Nc2nccs2)CC1
→ -0.7% | -2.4% | ·
- CCSC1=N/C(=C\c2ccc(C)s2)C(=O)S1
→ -0.4% | 1.8% | 8.4%
- N=c1n(CCN2CCCCC2)c2ccccc2n1CC(O)c1ccco1 (stereo unspecified)
→ -0.7% | 5.0% | -7.7%

3 of the compounds above, as comma-separated lines.
SMILES,KAT2A inh,FEN1 inh,N370S GC
COc1ccc(-c2cc(-c3ccccc3)nc(=O)[nH]2)cc1,0.7%,-11.3%,11.0%
N=c1n(CCN2CCCCC2)c2ccccc2n1CC(O)c1ccco1 (stereo unspecified),-0.7%,5.0%,-7.7%
COc1ccc(-n2nc3cc(C)c(NC(=O)CC(C)C)cc3n2)cc1,-1.7%,·,5.6%

Next structures.
Sequence of screens: KAT2A inh | FEN1 inh | N370S GC
- N#CCC(=O)Nc1ccc(C(=O)OCC(=O)Nc2cccc(C(F)(F)F)c2)cc1
→ 1.7% | 5.5% | -0.9%
- O=C(Nc1ccccc1Cc1ccccc1)c1ccncc1
→ -2.7% | -4.2% | 3.6%
- CC1Cc2ccccc2N1C(=O)CSc1nnc(C2CC2)n1C (stereo unspecified)
→ 7.8% | 0.1% | 9.5%
- Cc1ccc(S(=O)(=O)N2CCN(c3ccc([N+](=O)[O-])c(Sc4nncn4C)c3)CC2)cc1
→ 17.1% | -5.6% | -14.8%
- CC(C)Oc1cccc(C(=O)Nc2ccc3oc(-c4cccc(Cl)c4)nc3c2)c1
→ -6.1% | -2.5% | ·
- COc1ccc(OC)c(S(=O)(=O)NC(C)(C)C)c1
→ -8.9% | -3.1% | -0.8%
- Cn1cnnc1SCc1ccc(C(=O)n2ncc(C#N)c2N)cc1
→ -0.3% | -2.4% | -0.1%
- Cc1oc(-c2ccc(C(=O)NCc3ccccc3F)cc2)nc1COc1ccccc1
→ -1.1% | -24.1% | ·
- O=C(c1ccc(N2CCCC2=O)cc1)N1CCN(c2ccccc2Cl)CC1
→ -7.9% | 17.0% | ·
- CCn1ncc(C2C(C(=O)Nc3ccc(C)cn3)=C(C)NC3=C2C(=O)CCC3)c1C (stereo unspecified)
→ -6.7% | -2.5% | -10.6%

Sequence of screens: KAT2A inh | FEN1 inh | N370S GC
- Cc1ccc(S(=O)(=O)N(CCC#N)CCN2CCCC2)cc1
→ -4.9% | -12.4% | 11.5%
- C=CCN1C(=O)c2ccc(C(=O)NCC(=O)Nc3c(C)cc(C)cc3C)cc2C1=O
→ 1.5% | -1.3% | ·
- COCCCNC(=O)c1c[nH]c2ccc(S(=O)(=O)N3CCC4(CC3)OCCO4)cc2c1=O
→ 2.1% | -4.3% | 21.1%
- O=C(NNC(=O)C1CCN(Cc2ccc(F)cc2Cl)CC1)Nc1ccc([N+](=O)[O-])cc1
→ -3.5% | 12.5% | -7.1%
- O=C(O)c1cc(C(=O)C2CCCCC2)c[nH]1
→ 0.9% | 5.2% | -2.9%
- COc1ccc(C(=O)n2nc(C)cc2C)cc1Br
→ -5.4% | -7.2% | 9.6%
- COc1cc(C2N(C)C(=O)c3ccccc3N2C)ccc1O (stereo unspecified)
→ -10.8% | 24.2% | 20.7%
- CCOc1ccc(S(=O)(=O)Nc2ccc3c(c2)N(C(C)=O)CCC3)cc1
→ 16.9% | 18.8% | ·
- O=C(Nc1nccs1)c1ccc2ccccc2n1
→ -5.3% | -14.9% | 2.2%
- CCCCN(C)C(=O)c1cc2cc3ccc(OC)cc3nc2o1
→ 0.7% | -15.4% | -4.9%

Sequence of screens: KAT2A inh | FEN1 inh | N370S GC
- O=C(CN1C(=O)S/C(=C/C=C/c2ccccc2)C1=O)Nc1ccc(C(=O)O)cc1
→ -19.0% | -33.5% | -13.8%
- COc1cccc(N=c2oc3c(C)ncc(CO)c3cc2C(=O)Nc2ccccc2OC)c1
→ -2.4% | · | -3.5%
- O=C(COC(=O)CCC(=O)c1cccs1)Nc1ccc(F)c(F)c1F
→ -0.5% | -2.5% | ·
- O=C(CN1CCOCC1)Nc1c(-c2ccccc2)c2cc(Br)ccc2[nH]c1=O
→ -0.4% | 0.8% | -4.2%
- COc1ccccc1NC(=O)CSc1nc2[nH]ncc2c(=O)[nH]1
→ -2.3% | -3.4% | -14.7%
- O=C(CSc1nnc(-c2ccccc2F)n1C1CC1)Nc1cccnc1Cl
→ 1.1% | 5.3% | -15.0%
- CCCC1=Nc2cc(C(=O)NCCCN3CCOCC3)ccc2Sc2ccccc21
→ 0.4% | 0.3% | -29.2%
- CCOC(=O)CNC(=O)C12CC3CC(C1)CC(c1ccc(C)cc1)(C3)C2
→ -9.2% | -7.2% | 18.2%
- Cc1ccc(S(=O)(=O)NNC(=O)CCCCC(=O)NNS(=O)(=O)c2ccc(C)cc2)cc1
→ -3.8% | 14.2% | 6.9%
- COc1ccc(C(=O)N/C(=C\c2cn(S(=O)(=O)N(C)C)c3ccccc23)C(=O)NCCN2CCOCC2)cc1OC
→ -4.5% | -3.8% | -19.8%

Sequence of screens: KAT2A inh | FEN1 inh | N370S GC
- O=C(CNC(=O)c1ccc2c(c1)OCO2)N/N=C/c1cccc([N+](=O)[O-])c1
→ 3.7% | 19.9% | -6.2%
- COc1cc(/C=C(\C#N)C(=O)NCC2CCCO2)ccc1OC(C)C (stereo unspecified)
→ -5.4% | 2.0% | 1.5%
- O=C(Cc1ccccc1)N/N=C/c1cccnc1
→ -4.5% | 6.6% | -15.5%
- O=C(NNC(=S)NC(=O)c1ccco1)c1ccc(NC(=O)c2ccccc2)cc1
→ -14.4% | 12.6% | 6.8%
- Cc1ccccc1NC(=O)c1ccc(NS(=O)(=O)c2cc(C(C)(C)C)cc(C)c2C)cc1
→ -15.9% | -17.0% | 0.3%

Some of the entries above, set out differently.
| Structure | KAT2A inh | FEN1 inh | N370S GC |
| --- | --- | --- | --- |
| COc1ccc2c(c1)Cc1sc(NC(=O)c3cccs3)nc1-2 | -4.4% | 5.4% | ? |
| CC[C@H](C)[C@H](NC(N)=O)C(=O)NCCc1ccc(Cl)cc1Cl | -6.0% | 8.9% | 4.7% |

An excerpt; rates above refer to the full screens.
